Compound activity from PubChem.
PG9 Ab binder = binders of HIV-1 gp120 antibody PG9, primary screen, biochemical, TR-FRET | TR-FRET gp120-PG9 antibody binding | AID 624416, 2012 | inhibition, % at 6.7 µM | HIV-1 gp120 / PG9 antibody interaction | hit rate 0.43% among 360,000; in the data active means inhibition above about 8.5%
NPR1 activator = GC-A stimulated cGMP production enhancers – HEK293 GC-A cells, cGMP TR-FRET, EC30 ANP, primary screen. 0% at EC30 ANP, 100% saturating ANP. activation, % at 10 µM. hit rate 0.14% among 370,000. AID 1671463, 2021; in the data active means activation above about 40%
hgDAF-12 ag = H. glycines DAF-12 receptor agonists, primary screen, cell-based, luminescence, HEK293, GAL4 fusion, UAS-luciferase; Nuclear hormone receptor DAF-12 (Heterodera glycines), GAL4 fusion; HEK293 GAL4-hgDAF12 UAS-luciferase reporter, agonist luminescence; normalized to butyrate control; activation, % at 6.8 µM; hit rate 1.8% among 370,000; AID 687014, 2013;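 active means activation above a cutoff set at the mean of all screened compounds plus 3 SD, cut at about 10% in these data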;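 further: 0% = DMSO wells and 100% = sodium butyrate wells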
FXN GAA850 act = FXN promoter activators, primary screen, cell-based, luciferase luminescence, HEK293 lucGAA850. HEK293 lucGAA850 FXN promoter luciferase reporter, 24 h; percent of 10 µM SAHA response. activation, % at 6 µM. hit rate 0.56% among 360,000;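 active means activation above the average of all compounds screened plus 3 SD, cutoff fixed separately per campaign, cut at about 7.5% in these data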;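 further: 0% = DMSO wells and 100% = 10 µM SAHA wells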
DAX1 inh-1 = DAX1 (NR0B1) inhibitors, primary screen, cell-based, HEK293, Gal4-DAX1, luciferase luminescence; HEK293 Gal4-DAX1 luciferase reporter; inhibition, % at 6.75 µM; hit rate 0.99% among 340,000; AID 504766, 2011;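 active means inhibition above the mean over all tested compounds plus 3 SD, cut at about 4.2% in these data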;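 further: 0% = DAX1-transfected cells with DMSO and 100% = empty-vector control cells with DMSO; inhibition shows as a rise in luminescence from relieved DAX1 repression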
Target sequence (P51843 207-470 limits assumed): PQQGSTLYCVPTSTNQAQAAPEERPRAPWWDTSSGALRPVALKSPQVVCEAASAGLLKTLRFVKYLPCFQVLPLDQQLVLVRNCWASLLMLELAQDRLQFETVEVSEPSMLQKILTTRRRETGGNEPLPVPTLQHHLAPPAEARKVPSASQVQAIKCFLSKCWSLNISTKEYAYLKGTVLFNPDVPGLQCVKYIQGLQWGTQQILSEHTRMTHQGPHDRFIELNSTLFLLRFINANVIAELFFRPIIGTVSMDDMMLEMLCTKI
hcDAF12 agonist = H. contortus DAF-12 nuclear receptor activators, primary screen, cell-based, luminescence, HEK293, lit1-tk-luc reporter. HEK293 hcDAF-12 lit1-tk-luc reporter; 0% DMSO, 100% Δ7-dafachronic acid. hit rate 1.4% among 370,000. AID 652067, 2013. activation, % at 6.8 µM;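 active means activation above the mean of all tested compounds plus 3 SD, cut at about 5.5% in these data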;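 further: 100% = response to 3 µM Δ7-dafachronic acid high control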
ADAM10 inh = human ADAM10 inhibitors, primary screen, biochemical, QFRET, HTS | Disintegrin and metalloproteinase domain-containing protein 10 (Homo sapiens), O14672 | recombinant ADAM10, EDANS/DABCYL FRET peptide cleavage, 3 h | inhibition, % at 7 µM | hit rate 0.62% among 370,000 | AID 720582, 2013;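 active means inhibition above a per-campaign cutoff equal to the mean of compounds falling between control-based bounds plus 3 SD, cut at about 20% in these data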;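 further: 0% = DMSO wells while the 100% control is not disclosed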
ADAM17 inh = ADAM17 inhibitors, primary screen, biochemical, QFRET | AID 720648, 2013 | hit rate 0.83% among 370,000 | Disintegrin and metalloproteinase domain-containing protein 17 (Homo sapiens), P78536 | inhibition, % at 6.95 µM | recombinant ADAM17, EDANS/DABCYL FRET peptide cleavage;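 active means inhibition above the mean of compounds lying between control limits plus 3 SD, set per campaign, cut at about 8.5% in these data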;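 further: 0% = DMSO-only wells as the low control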
Target sequence (P78536 215-824 limits assumed): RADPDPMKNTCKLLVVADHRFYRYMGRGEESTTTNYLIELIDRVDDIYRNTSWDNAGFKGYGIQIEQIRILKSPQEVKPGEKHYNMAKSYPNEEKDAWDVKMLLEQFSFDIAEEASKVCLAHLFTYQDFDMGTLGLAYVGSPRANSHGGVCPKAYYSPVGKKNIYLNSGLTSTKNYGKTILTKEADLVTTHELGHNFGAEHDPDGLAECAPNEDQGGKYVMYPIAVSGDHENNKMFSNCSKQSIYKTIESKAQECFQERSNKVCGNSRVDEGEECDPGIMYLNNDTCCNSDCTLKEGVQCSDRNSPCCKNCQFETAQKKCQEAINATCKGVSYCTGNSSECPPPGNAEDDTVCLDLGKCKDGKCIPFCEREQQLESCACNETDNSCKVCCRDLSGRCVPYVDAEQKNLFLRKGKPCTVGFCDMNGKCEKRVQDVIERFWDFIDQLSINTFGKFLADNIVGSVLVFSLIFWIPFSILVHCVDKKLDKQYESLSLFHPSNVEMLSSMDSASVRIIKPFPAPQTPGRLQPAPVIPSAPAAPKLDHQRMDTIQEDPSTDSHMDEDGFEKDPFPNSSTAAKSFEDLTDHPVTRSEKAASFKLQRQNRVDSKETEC
ssDAF12 agonist = S. stercoralis DAF-12 nuclear receptor activators, primary screen, cell-based, luminescence, HEK293, GRIP1 co-expression, lit1-tk-luc; Nuclear hormone receptor DAF-12 (Strongyloides stercoralis); HEK293 ssDAF-12/GRIP1 lit1-tk-luc reporter; % of 3 µM dafachronic acid response; activation, % at 6.8 µM; hit rate 1% among 370,000;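 active means activation above the mean over all tested compounds plus 3 SD, cut at about 0.9% in these data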;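 further: 0% = DMSO-only wells and 100% = 3 µM delta7-dafachronic acid wells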
DAX1 inh-2 = DAX1 (NR0B1) inhibitors on StAR promoter, primary screen, cell-based, luminescence, SF-1 (NR5A1), full-length DAX-1. HEK293T StAR-luciferase reporter, SF-1/DAX-1 repression relief. inhibition, % at 6.8 µM. hit rate 1.1% among 370,000. AID 652010, 2013;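 active means inhibition above the mean over all tested compounds plus 3 SD, cut at about 3.6% in these data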;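 further: 0% = DAX-1 cells with DMSO and 100% = cells lacking DAX-1 with DMSO; higher inhibition means more luminescence from relief of DAX-1 repression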
SMARCA2 act = SMARCA2 (BRM) function activators, primary screen, cell-based, luminescence, high throughput | MG213 cells, MMTV-luciferase reporter, dexamethasone, overnight | activation, % at 9.1 µM | hit rate 1% among 370,000 | AID 652017, 2013; in the data active means activation above about 7.8%;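 further: 0% = vehicle wells and 100% = reference activator wells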
Active calls of the source: *; i = inactive; . = not tested or not shown.

SMILES	PG9 Ab binder	NPR1 activator	hgDAF-12 ag	FXN GAA850 act	DAX1 inh-1	hcDAF12 agonist	ADAM10 inh	ADAM17 inh	ssDAF12 agonist	DAX1 inh-2	SMARCA2 act
CC1(C(=O)NCCCN2CCCC2=O)CCN1CCc1ccccc1 (stereo not given)	-2.1	-2	-0.4	-0.2	.	0.6	-7	-3	-0.4	-0.5	0
COC(=O)C(=CC(=CN(C)C)C=C(C(=O)OC)C(=O)OC)C(=O)OC	-0.9	1	-0.9	-1.4	0.8	-2.1	-4	-3	-1.7	0.0	-4
O=C(CNC(=O)c1ccccc1F)NCCc1ccc(Cl)cc1Cl	-0.2	-1	-1.9	1.2	0.2	-1.2	3	-2	-1.3	0.1	9.5*
O=C(NC(=S)NCC1CCCO1)c1ccco1 (stereo not given)	-0.1	5	1.3	2.5	-0.2	0.9	8	-3	-1.0	0.6	4
C=CCOc1ccc2ccccc2c1CNn1c(C)n[nH]c1=S	-1.0	-3	-0.6	1.9	-1.0	-1.9	-9	0	-0.6	-0.5	-1
COC(=O)[C@]12C[C@H](CC(=O)NCc3ccc(OC)c(OC)c3)C(=O)N(CCC3=CCCCC3)C1=C[C@H](C(C)C)O[C@@H]2C1CC1	.	4	0.0	.	.	-3.1	7	1	-1.8	-1.5	-4
CC(c1ccccc1)n1cc(C(=O)NCC2COc3ccccc3O2)nn1 (stereo not given)	-2.0	-4	2.5	0.1	1.6	-0.4	5	0	-0.6	-0.4	1
O=C(NCCCn1ccnc1)/C(=C/c1ccco1)NC(=O)c1ccco1	-1.2	1	0.2	1.1	-1.3	-0.9	-4	-2	-1.4	0.1	4
COCCNC(=O)C1CCN(C(=O)C2CC(=O)N(c3ccc(C)cc3)C2)CC1 (stereo not given)	-1.2	-5	5.5	0.5	2.3	-1.5	2	1	-1.4	-0.1	-1
Cc1ccc(NC2=CC(=O)CC(c3ccccc3)C2)cc1 (stereo not given)	-1.1	-4	3.5	-2.8	-2.2	-3.6	-67	-38	-1.5	-2.1	3
COc1ccc(OC)c(Cc2cnc3nc(N)nc(N)c3c2C)c1	0.5	-1	-13	-7.2	-3.9	-1.9	-35	-11	-1.9	-4.6	-2
CCN(C[C@H]1N[C@@](Cc2ccccc2)(C(=O)OC)[C@H]2C(=O)N(C)C(=O)[C@@H]12)C(=O)c1ccccc1	-2.5	2	0.8	-2.4	0.1	-1.4	-13	-8	-1.4	0.3	-3
COc1ccc(C(CNC(=O)CSc2ccc(Br)cc2)N2CCOCC2)cc1 (stereo not given)	-2.1	-13	-0.6	3.4	-0.2	-1.1	15	2	-1.3	3.0	-4
CC1CCCCN1C(=O)CCC(=O)Nc1nnc(C2CCCCC2)s1 (stereo not given)	1.3	2	-0.2	0.5	-0.3	2.4	5	-1	-1.0	0.3	-4
CC(C)(C)C1CCC(=NNc2nc3ccccc3[nH]2)CC1 (stereo not given)	-3.7	-5	-0.2	-0.6	-0.2	0.3	-23	-10	-1.2	0.3	0
CCOc1ccc(CN2CCNC(=O)C2CC(=O)OC)cc1 (stereo not given)	-0.3	2	3.5	-4.8	-0.6	1.7	-10	-4	-0.5	0.4	-3
NNC(=O)CNc1ccccc1Cl	1.6	0	-0.5	2.3	1.9	-0.3	-10	1	1.0*	0.2	-4
COc1ccc(NC(=O)Cn2nnc(C(=O)Nc3ccc(F)c(Cl)c3)c2N)cc1	-1.1	23	0.7	-0.9	0.2	-3.5	-1	2	-0.4	-0.1	-2
O=C(NC1CCCCC1)C(CCc1ccccc1)N1CCOCC1 (stereo not given)	-1.2	2	12*	.	.	0.0	-5	1	-0.4	0.9	-3
COc1ccccc1CNC(=O)Cn1cnc2ccccc2c1=O	-1.0	2	0.0	1.4	1.8	-1.2	-3	-2	-0.8	1.3	5
CC(=O)c1ccc([N+](=O)[O-])c(CS(=O)(=O)c2ccc(Cl)cc2)c1	-0.8	-7	2.3	2.3	-0.5	-1.9	1	-1	-1.5	-0.3	-1
COc1cc2c(cc1OC)-c1cc(Nc3cccc(C)c3)nc(=O)n1CC2	0.1	16	-1.2	6.9	1.3	-2.9	-45	-23	-1.5	-0.2	2
CCCCNC(=S)N1CCn2cccc2C1c1ccc(F)cc1 (stereo not given)	-0.5	-1	0.8	1.3	-0.3	-0.8	-2	-4	-0.8	-0.6	-3
Cc1ccc(-c2nc3ccc(C)cn3c2Cc2cccc(Cl)c2)cc1	-1.6	0	8.7	.	.	1.2	-75	-19	-1.0	3.8*	8
O=C(NCC1(N2CCOCC2)CCCCC1)c1cccc(S(=O)(=O)Nc2ccc(F)cc2)c1	-0.2	1	0.8	0.3	0.6	-0.6	-4	3	-1.3	-0.1	-1
CCOC(=O)C1(C)Oc2cccnc2NC1=O (stereo not given)	-2.7	3	-0.7	-1.9	0.1	0.1	6	0	-1.4	0.6	-4
O=C(COC(=O)CCc1ccc(S(=O)(=O)N2CCOCC2)cc1)NCc1ccccc1Cl	0.3	1	0.0	-1.4	0.5	0.3	-1	-3	-1.6	0.4	-3
O=C(Nc1cc(S(=O)(=O)N2CCOCC2)ccc1N1CCOCC1)c1ccccc1Cl	1.1	-4	-2.1	-0.5	-0.2	1.2	-3	0	-0.8	-0.2	-4
COc1ccc(-c2nc(-c3ccncc3)no2)cc1OC	-2.2	-1	9.4	6.4	2.0	2.9	0	-2	0.5	1.3	12*
CC(=O)Nc1ccc(NC(=O)C(Cc2ccccc2)NC(=O)C2CCC(C)CC2)cc1 (stereo not given)	1.3	0	1.0	-0.4	1.2	2.2	-3	-6	-0.5	-0.1	1
COCCSc1ccccc1C(=O)Nc1ccc(S(=O)(=O)N2CCOCC2)cc1	-2.0	-2	1.6	-1.2	-0.5	-0.5	2	-3	-0.4	0.0	2
CC(NC(=O)COC(=O)c1cc(=O)c2ccccc2o1)c1ccccc1 (stereo not given)	-1.5	-6	-1.1	-0.1	0.5	1.9	0	-2	-0.6	0.1	-1
COCc1cc(C)nc2sc(C(=O)Nc3ccccc3OC)c(N)c12	0.9	-1	2.0	1.8	-1.1	-1.6	-115	-32	-1.8	-0.3	-3
N#C/C(=C\c1ccc(-c2cccc([N+](=O)[O-])c2)o1)C(=O)Nc1nc(-c2cccs2)cs1	0.9	-4	2.1	2.5	2.0	0.6	-6	-3	-0.8	-0.3	-3
COc1ccc(C(=O)NCCS(=O)(=O)NC(C)c2ccccc2)cc1 (stereo not given)	-1.3	-2	-2.5	0.8	0.6	-1.5	8	1	-0.7	2.4	-4
COc1ccc(Cl)cc1-c1nc(SCC(=O)NCC2CCCO2)n[nH]1 (stereo not given)	0.2	-4	1.0	0.2	0.4	0.6	-11	-1	-0.9	-2.4	2
Cc1nc2ccc(S(=O)(=O)Nc3ccc(-c4nc5cccnc5s4)cc3)cc2s1	-0.7	-7	0.0	2.7	0.9	0.4	i	i	-0.5	1.2	0
O=C(CCC(=O)c1cccs1)NCC(c1ccc(F)cc1)N1CCOCC1 (stereo not given)	-0.3	-3	0.9	-0.4	0.0	0.1	-10	4	-0.6	2.5	-4
COc1ccc(/C=N/NC(=O)c2c(C)nc3ccc(Br)cn23)cc1OC	-1.3	-1	0.4	-3.6	-0.9	-1.8	-6	-4	-1.2	-0.2	-2
O=C(N1CCOCC1)N1CCN(Cc2ccccc2)CC1	-2.3	2	-0.3	-1.7	0.7	-1.5	4	3	-1.8	0.1	-4
N/C(=N/O)c1nc(N2CCCCC2)nc(N2CCCCC2)n1	0.7	0	-0.8	3.9	0.8	-2.6	1	-1	-0.5	-0.9	-2
C[C@H]1CCCN1c1cccc2c1S(=O)(=O)N(C1CC1)CCCO2	.	-1	-1.4	.	.	-0.3	-9	-5	-1.1	-1.2	-2
Cc1ccc(C2=N/C(=C\c3cccnc3)C(=O)O2)cc1	0.8	-19	1.5	1.7	-0.9	1.8	1	-1	-0.4	0.6	-1
COC(=O)N/N=C/c1cc(Cl)c(OCc2ccc(F)cc2)c(OC)c1	-1.8	-7	-2.8	-4.4	-0.7	-0.7	-1	0	-1.1	-0.1	-3
COC(=O)C1CN(Cc2cn(CCC3OCCO3)nn2)CCS(=O)(=O)N1Cc1ccc(Cl)cc1 (stereo not given)	.	-1	-1.0	.	.	0.1	-8	-1	-1.0	-1.2	-5
Cc1occc1C(=O)NNC(=S)Nc1cccc([N+](=O)[O-])c1	0.1	6	5.3	3.6	1.2	0.3	3	3	-1.1	0.7	4
Cc1ccc(C)c(S(=O)(=O)NC2CCS(=O)(=O)C2)c1 (stereo not given)	0.4	2	0.3	0.5	1.1	1.9	-8	-2	-1.0	-0.8	-1
CCOC(=O)c1c(NC(=O)CSc2ncccn2)sc(C(=O)NC)c1C	-1.9	5	-1.1	2.3	-0.8	-1.1	-5	-1	-1.3	-0.5	1
N#Cc1ccc(NC(=S)NCCN2CCOCC2)cc1	0.8	0	4.0	0.2	-0.2	-1.1	2	-2	-2.4	0.7	4
C=CCN(c1ccccc1)S(=O)(=O)c1cccc(C(=O)NNC(=O)c2ccccc2O)c1	-0.6	2	-0.1	1.7	-1.2	0.9	4	3	-0.5	-1.7	-1
O=C(Cn1cnc2cc([N+](=O)[O-])ccc2c1=O)Nc1ccccc1-c1ccccc1	-1.5	1	1.2	0.5	-0.7	-3.1	-2	-3	-0.8	-1.8	-2
COC[C@@H]1CCCN1c1cccc2c1S(=O)(=O)N(C1CC1)CCCO2	.	-2	-1.5	.	.	-0.8	-8	-6	-1.0	-0.2	-3
COC(=O)c1ccc(C(=O)OC)c(NC(=O)N2c3ccccc3Sc3ccccc32)c1	-1.1	-5	0.5	3.3	-0.6	-0.6	-154	-62	-0.8	-0.2	-2
CN(C)S(=O)(=O)c1ccc(C(=O)Nc2ccccc2SCCC#N)cc1	-1.6	-4	-1.2	-0.1	0.7	-1.6	3	2	-1.7	-0.2	1

Some of the entries so far, with bars between the fields.
SMILES | PG9 Ab binder | NPR1 activator | hgDAF-12 ag | FXN GAA850 act | DAX1 inh-1 | hcDAF12 agonist | ADAM10 inh | ADAM17 inh | ssDAF12 agonist | DAX1 inh-2 | SMARCA2 act
O=C(Cn1cnc2cc([N+](=O)[O-])ccc2c1=O)Nc1ccccc1-c1ccccc1 | -1.5 | 1 | 1.2 | 0.5 | -0.7 | -3.1 | -2 | -3 | -0.8 | -1.8 | -2
COC[C@@H]1CCCN1c1cccc2c1S(=O)(=O)N(C1CC1)CCCO2 | . | -2 | -1.5 | . | . | -0.8 | -8 | -6 | -1.0 | -0.2 | -3
